Compound activity from PubChem.
WRN inhibitor: WRN helicase (human) inhibition; Q14191; WRN helicase unwinding, fluorescent forked duplex, kinetic; Potency, µM (series often up to 114 µM), for the others: at the top dose activity change, negative = inhibition, most hits filed as inhibitors; actives 0.46% (n = 360,000); note: potency is the fitted concentration of half-maximal effect; % is set by controls: 0 for no effect and ±100 for the full control effect; nearly all actives have a fitted effect of over 55% in size
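Screening of the MLSMR collection measured strand separation of a quenched forked DNA duplex (100 nM) by 20 nM WRN with 2 mM ATP, all final. Compounds were preincubated with enzyme 15 min at room temperature.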
EPAC1 antagonist: EPAC1 (human) antagonism. O95398. EPAC1 GEF assay, Rap1b-BODIPY-GDP exchange fluorescence. Potency, µM (top dose mostly 115 µM), inactives show at the top dose activity change, negative = inhibition, actives largely listed as inhibitors. actives 0.14% (n = 360,000). AID 720709;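 note: potency is the fitted concentration of half-maximal effect; plate controls were vehicle for no effect and positive control for full effect; nearly all actives have a fitted effect of over 50% in size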
Target sequence (O95398 whole entry, looked up): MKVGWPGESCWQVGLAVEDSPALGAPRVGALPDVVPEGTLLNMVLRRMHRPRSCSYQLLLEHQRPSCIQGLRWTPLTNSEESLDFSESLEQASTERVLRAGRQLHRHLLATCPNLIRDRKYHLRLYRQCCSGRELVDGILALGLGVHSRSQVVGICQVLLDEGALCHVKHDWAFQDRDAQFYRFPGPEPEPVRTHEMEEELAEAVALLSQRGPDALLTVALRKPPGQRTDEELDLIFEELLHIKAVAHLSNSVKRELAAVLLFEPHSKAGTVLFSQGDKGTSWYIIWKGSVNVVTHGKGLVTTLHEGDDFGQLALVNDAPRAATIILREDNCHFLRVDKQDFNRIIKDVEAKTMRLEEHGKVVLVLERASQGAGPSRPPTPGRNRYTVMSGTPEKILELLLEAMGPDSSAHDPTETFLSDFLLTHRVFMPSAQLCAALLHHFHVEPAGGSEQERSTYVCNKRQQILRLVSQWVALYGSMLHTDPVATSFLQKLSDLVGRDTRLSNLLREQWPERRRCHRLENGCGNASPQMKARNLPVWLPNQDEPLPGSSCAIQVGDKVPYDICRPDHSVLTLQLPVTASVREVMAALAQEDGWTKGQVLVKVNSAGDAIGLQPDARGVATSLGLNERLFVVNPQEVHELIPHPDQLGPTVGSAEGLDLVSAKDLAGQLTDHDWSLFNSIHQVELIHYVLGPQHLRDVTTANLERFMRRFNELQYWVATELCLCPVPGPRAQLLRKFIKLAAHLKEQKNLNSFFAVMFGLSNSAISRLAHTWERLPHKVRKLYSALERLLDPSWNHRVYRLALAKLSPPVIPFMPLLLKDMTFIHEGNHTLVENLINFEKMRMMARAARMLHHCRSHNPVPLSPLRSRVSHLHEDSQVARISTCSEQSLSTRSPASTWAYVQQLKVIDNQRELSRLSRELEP
PLK1 PBD inh: inhibitors of human PLK1 polo-box domain binding | Plk1 PBD binding of FITC phosphopeptide, fluorescence polarization | Potency, µM, inactives show max response, negative = inhibition, actives largely listed as inhibitors | actives 2.8% (n = 360,000); note: potency is the fitted concentration of half-maximal effect; series mostly up to about 57 µM; % is set by controls: 0 for no effect and ±100 for the full control effect; nearly all actives have a fitted effect of over 65% in size
EPAC2 agonist: EPAC2 (human) agonism. Potency, µM (series often up to 154 µM), without a hit: at the highest dose activation, usual class: activators. actives 0.079% (n = 360,000). EPAC2 activation, biochemical qHTS; response scale: 100% = 6.5 mM cAMP response. Q8WZA2; note: potency is the fitted concentration of half-maximal effect; nearly all actives have a fitted effect of over 50% in size
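Compounds were titrated in qHTS against a Rap1B-BODIPY-GDP (250 nM) complex with EPAC2 (100 nM) and GDP (50 uM). BODIPY-GDP release tracked at 480/540 nm over 30 min at room temperature, normalized to 6.5 mM cAMP.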
EPAC1 ag: EPAC1 (human) agonism | AID 720707 | O95398 | actives 0.073% (n = 360,000) | EPAC1 agonist qHTS, biochemical assay; response scale: 100% = response to 6.5 mM cAMP | Potency, µM (doses to about 154 µM), without a hit: at the highest dose activation, usual class: activators; note: potency is the fitted concentration of half-maximal effect; nearly all actives have a fitted effect of over 60% in size
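Read-out is the fluorescence drop as BODIPY-GDP leaves Rap1B (480 nm excitation, 540 nm emission), recorded every 5 minutes over 30 minutes. Reactions held 100 nM EPAC1, 250 nM Rap1B–BODIPY-GDP and 50 uM GDP, with 6.5 mM cAMP setting full activation.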
IL2 activator: activators of IL-2; IL-2 activation reporter assay, cell-based qHTS; stimulated with anti-CD3/CD4/CD28 beads; in transgenic mouse T cells; activation, % (series mostly up to about 46 µM); actives 0.065% (n = 360,000); AID 652025; in the data active = activation above about 50%; inconclusive = mostly about 30% to 49%; note: 0% is about no effect
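Screening format: compound pinned onto unstimulated transgenic mouse T cells, 60 min incubation, then anti-CD3/anti-CD4/anti-CD28 bead stimulation for 18 hours at 37 degrees C, followed by EGFP and DsRed detection.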
CCT chaperon mod: modulators of cytosolic chaperonin (CCT/TRiC) activity. purified chaperonin ATPase assay, HTRF ADP detection, 30 min. activity change, % (test concentration not listed), hits read low. actives 0.3% (n = 360,000); in the data active = activity change below about -30%; note: % is set by controls: 0 for no effect and ±100 for the full control effect
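TRiC at 40 or 20 nM final (batch-dependent) in 30 mM Tris pH 7.4, 100 mM KCl, 5 mM MgCl2, 1 mM DTT, with compound at single 76 uM and 10 uM ATP, 30 min at 37 deg C. ADP detected by HTRF Transcreener, 665/615 ratio.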
PI5P4Ka inh: PI5P4K alpha (human) kinase inhibition | PI5P4Kalpha enzyme, ADP-Glo luminescence, 60 min; active compounds read low | AID 652105 | actives 1.2% (n = 330,000) | max response, %; active = max response of -50% or lower; inconclusive = between -30% and -50%; inactive = -30% or higher; note: value at the top dose of about 77 µM; % is set by controls: 0 for no effect and ±100 for the full control effect
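qHTS, 1536-well: enzyme/substrate mix, compound by pin tool, 5 microM ATP final; RT 60 min; ADP-Glo reagents 1 (45 min) then 2 (30 min); luminescence.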
* marks the source's active call; other numbers are inactive results; ? = inconclusive; . = no result given; [ ] = remark or other dose. Unless noted, calls come from the whole dose curve; as a rule, active = well fitted curve in the direction sought with a large enough effect; inconclusive = small, poorly fitted or top-dose-only effect, or another doubt; inactive = no such curve, though single readings can be large; an effect the other way counts as inactive or inconclusive. These rows are one share of the data; count on the stated rates, not on these rows.

SMILES	WRN inhibitor	EPAC1 antagonist	PLK1 PBD inh	EPAC2 agonist	EPAC1 ag	IL2 activator	CCT chaperon mod	PI5P4Ka inh
c1ccc(-c2[nH]ncc2CN2CCc3ccccc3C2)cc1	-18.1%	-27.5%	-21.2%	2.3%	-9.1%	1.4	1.8	-4.6
CC1C(=O)N(Cc2ccc([N+](=O)[O-])cc2)c2ccccc2N1C(=O)c1c(F)cccc1F (stereo not drawn)	-0.3%	?	?	28.2%	7.2%	-3.1	-1.8	19.6
CCOc1ccc(NS(=O)(=O)c2ccc(C(=O)N3CCN(C(C)=O)CC3)cc2)cc1	-7.5%	4.1%	0.5%	-1.0%	-7.4%	1.2	0.9	2.8
COc1ccc(C(=O)N2CCN(c3ncccn3)CC2)cc1S(=O)(=O)N1CCOCC1	4.3%	13.9%	-5.1%	10.9%	2.4%	0.8	1.4	-7.7
COc1ccc(NC(C)=O)cc1NC(=O)c1cccc(C(F)(F)F)c1	5.6%	2.6%	-10.1%	9.6%	-1.2%	1.9	-3.8	14.5
COc1ccc(/C=C2/SC(=O)N(CCC(=O)Nc3ccccc3C(=O)O)C2=S)cc1	?	-6.2%	-25.3%	6.6%	5.0%	-3.7	0.0	-29.0
CCOC(=O)C1CCCN(Cc2cn[nH]c2-c2ccc(F)cc2F)C1 (stereo not drawn)	1.8%	-1.1%	?	9.3%	-4.5%	-0.1	-0.9	2.4
CCN1CCc2c(sc(NC(=O)Nc3ccc(Cl)c(Cl)c3)c2C(N)=O)C1	-10.8%	?	?	100µM*	100µM*	25.3	-2.8	-22.1
C=CCc1cccc(/C=N/NC(=O)CNc2ccccc2OC)c1O	-11.9%	3.8%	-5.1%	5.2%	7.1%	0.4	0.6	8.6
CCOC(=O)C1=NN(C(=O)c2ccc(C)cc2)C(O)(c2ccc(Cl)cc2)C1 (stereo not drawn)	-11.0%	-12.3%	1.4%	9.9%	1.6%	3.2	1.2	-0.7
COC(=O)[C@]1(Cc2ccccc2)N[C@H](CN(C)C(=O)c2ccccc2)[C@@H]2C(=O)N(C)C(=O)[C@@H]21	-3.8%	-3.5%	-4.3%	3.7%	4.3%	0.4	0.1	0.5
Clc1ccc(CNc2nc(N3CCOCC3)nc(N3CCOCC3)n2)cc1	-5.9%	-4.6%	-2.9%	4.8%	5.7%	-2.4	1.1	0.0
Cc1ccc2nc(Nc3ccc(Cl)cc3)c3nncn3c2c1	-1.1%	-5.6%	-3.1%	1.6%	2.7%	-3.1	-2.1	19.6
CCOc1ccc(N2CC(C(=O)NCCc3c[nH]c4ccc(OC)cc34)CC2=O)cc1 (stereo not drawn)	-7.0%	-4.5%	-1.4%	6.7%	1.1%	-0.4	1.2	-7.1
Cc1cc(=O)oc2cc(OCC(=O)Nc3ccc(N4CCC(C)CC4)cc3)ccc12	-3.7%	-6.2%	-7.6%	-11.0%	-24.3%	-3.6	0.4	18.0
O=C(NC(=S)N(Cc1ccccc1)Cc1ccccc1)C1CCCCC1	-1.3%	-1.5%	-1.1%	-6.1%	6.3%	-2.8	2.1	4.4
O=C1NC[C@H](CC2CCCCC2)N(CCc2cc(C(F)(F)F)cc(C(F)(F)F)c2)C1=O	-12.1%[57.1 µM]	-25.2%	.	-12.1%	-27.1%	-0.7	.	2.5
O=C(CC(c1ccccc1)c1ccccc1)Nc1ccc(Cl)cn1	-3.3%	-8.9%	-9.5%	6.31µM*	15.6%	-0.3	-2.0	-4.4
CC(O)(c1ccncc1)c1nc(-c2cccc(C(F)(F)F)c2)cs1 (stereo not drawn)	-1.8%	-8.2%	5.0%	0.1%	-10.5%	-0.6	-1.7	9.0
O=C(O)/C(=C/c1ccco1)NC(=O)c1ccc(Br)o1	-16.0%	-19.3%	-12.0%	1.4%	5.4%	-0.7	-1.7	6.2
CC(=O)Oc1ccc(/C=C(\NC(=O)c2cccc(Br)c2)C(=O)Nc2ccc(C(=O)O)cc2)cc1	-1.6%	-7.2%	-10.7%	6.0%	4.9%	4.0	-6.5	-3.1
COc1cccc(N2CC(NS(=O)(=O)c3ccc4ccccc4c3)CC2=O)c1 (stereo not drawn)	-2.0%	-7.8%	-2.0%	15.1%	18.0%	0.9	0.8	5.2
COc1ccc(NC(=O)CN2C(=O)NC(C)(C3CC3)C2=O)c(OC)c1 (stereo not drawn)	-0.9%	-7.1%	-8.1%	5.7%	13.6%	-0.6	-23.3	2.6
O=C(CCn1c(=S)[nH]c2ccccc2c1=O)NCC1CCCO1 (stereo not drawn)	-2.7%	19.3%	-5.5%	1.0%	-9.0%	-1.3	-3.5	.
O=C1c2ccccc2C(=O)N1C1C=CC=CC=C1	-5.1%	1.6%	29.9µM*	-3.7%	16.4%	-3.7	0.0	-1.5
Cc1ccc(S(=O)(=O)N2CCN(C(=O)CC(C)(C)C)CC2)cc1	-0.6%	-8.1%	-8.5%	8.4%	9.1%	1.4	-0.8	6.9
Cc1ccc(NC(=O)c2ccc(=O)[nH]c2)cc1S(=O)(=O)N1CCCCCC1	-27.4%	4.2%	1.7%	-11.5%	-1.4%	1.2	-1.1	-8.3
CCC(OC(=O)CNS(=O)(=O)c1ccccc1)C(=O)c1ccccc1 (stereo not drawn)	13.7%	35.5%[activator]	-8.8%	7.6%	7.3%	-0.6	1.4	1.3
COCOCCn1cc(CN2CCS(=O)(=O)N(Cc3ccc(-c4ccc(OC)c(OC)c4)cc3)C(C)C2=O)nn1 (stereo not drawn)	-4.5%	4.3%	-7.9%	3.9%	2.1%	-1.5	-0.3	0.1
CCOc1ccc(-n2c(C)c(C(=O)OC)c3cc(O)ccc32)cc1	-0.7%	-17.3%	0.9%	-4.6%	-9.0%	0.7	-0.1	-1.6
COc1ccc(C(=O)N2CCC3(CC2)NCCc2[nH]cnc23)cc1	0.7%	-11.3%	-17.4%	2.9%	2.6%	-0.4	0.0	4.1
O=C(NCC(c1cccnc1)N1CCN(c2ccccc2F)CC1)c1ccco1 (stereo not drawn)	9.2%	11.9%	2.4%	7.0%	0.0%	-2.5	-0.8	12.0
CCOc1cccc2sc(=NC(=O)CCS(=O)(=O)c3ccc(F)cc3)n(C)c12	8.3%	2.0%	-7.6%	9.2%	11.0%	-5.7	-11.2	6.6
COc1ccc(C(=O)NCc2cccnc2)cc1C(=O)NCc1cccnc1	-0.5%	1.0%	1.4%	4.2%	-29.3%	1.7	-2.6	1.5
CCCOc1ccc(-c2nnn(CC(=O)N3CCCCC3)n2)cc1	2.7%	11.8%	-0.7%	0.9%	-8.6%	0.8	0.6	0.3
CCn1ccc(C(=O)Nc2ccccc2Cl)n1	-2.9%	-8.4%	-10.1%	16.3%	-9.6%	-0.4	-0.1	-1.5
CCOC(=O)C1CCN(S(=O)(=O)CCNC(=O)c2cccc(OC)c2)CC1	15.3%	16.9%	-7.1%	2.8%	10.9%	-3.2	1.5	2.4
Cc1ccc(N=C2NC(=O)/C(=C/c3cn(C)c4ccccc34)S2)cc1C	?	4.7%	4.4%	25.9%	34.3%	11.6	-0.9	-7.6
COc1ccc(S(=O)(=O)N2CCCC2CNC(=O)C(=O)NCc2ccco2)cc1 (stereo not drawn)	-33.1%	3.8%	-8.8%	10.0%	2.3%	3.4	-0.4	-3.6
O=C(NCCc1ccccn1)c1cc(-c2ccc(Cl)c(Cl)c2Cl)nc2ccccc12	2.4%	-8.4%	-15.1%	5.5%	13.4%	-0.7	-2.0	0.1

An excerpt of the results above:
SMILES	WRN inhibitor	EPAC1 antagonist	PLK1 PBD inh	EPAC2 agonist	EPAC1 ag	IL2 activator	CCT chaperon mod	PI5P4Ka inh
Cc1ccc(N=C2NC(=O)/C(=C/c3cn(C)c4ccccc34)S2)cc1C	?	4.7%	4.4%	25.9%	34.3%	11.6	-0.9	-7.6
COc1ccc(S(=O)(=O)N2CCCC2CNC(=O)C(=O)NCc2ccco2)cc1 (stereo not drawn)	-33.1%	3.8%	-8.8%	10.0%	2.3%	3.4	-0.4	-3.6
O=C(NCCc1ccccn1)c1cc(-c2ccc(Cl)c(Cl)c2Cl)nc2ccccc12	2.4%	-8.4%	-15.1%	5.5%	13.4%	-0.7	-2.0	0.1

Going on with the list.
SMILES	WRN inhibitor	EPAC1 antagonist	PLK1 PBD inh	EPAC2 agonist	EPAC1 ag	IL2 activator	CCT chaperon mod	PI5P4Ka inh
CN(Cc1ccccc1)C(=O)c1ccc(NC(=O)Cc2ccc(NC(=O)C3CCCN(C(=O)C4CCCCC4)C3)cc2)cc1 (stereo not drawn)	-3.0%	-3.7%	-14.7%	14.3%	-16.7%	1.2	-2.6	0.8
CCN(CC)C(=O)[C@H]1C[C@H](CC(=O)NCc2ccc(OC)c(OC)c2)C(=O)N2CCc3c([nH]c4cc(CCC(=O)N(C)C)ccc34)[C@]12C	-0.7%	-0.9%	0.2%	2.1%	-10.9%	-0.3	-0.4	5.0
CCC(C)N(C(=O)COc1ccc(-c2nnco2)cc1)C1CCS(=O)(=O)C1 (stereo not drawn)	-14.2%	-8.7%	-0.7%	1.8%	-5.4%	-0.6	2.1	0.1
CN(CC(=O)Nc1c(Cl)cccc1Cl)C(=O)CNC(=O)c1ccco1	-4.5%	2.4%	0.5%	6.9%	4.0%	1.2	-0.2	0.6
COC(=O)C1CCN(C(c2cc(OC)c(OC)c(OC)c2)c2sc3nc(C)nn3c2O)CC1 (stereo not drawn)	-1.5%	-5.3%	2.3%	-0.6%	-13.5%	-0.9	1.7	5.0
CCOC(=O)c1cnc(SCC(=O)c2ccc(C)cc2)nc1N	4.9%	-8.4%	-8.6%	5.4%	4.0%	-0.4	-4.1	1.8
FC(F)(F)c1ccc(CSc2ccccn2)cc1	-5.3%	6.5%	-5.3%	4.5%	-1.3%	-0.2	0.2	-6.3
COc1cc(C(=O)OCC(=O)NCCC2=CCCCC2)ccc1OCC(C)C	-6.5%	4.1%	1.4%	-9.3%	-16.7%	-2.2	-1.5	-1.6
CN(C(=O)CSc1ncnc2sccc12)c1c(N)n(Cc2ccccc2)c(=O)[nH]c1=O	-4.2%	2.7%	-3.6%	14.4%	18.3%	-2.6	0.0	-2.0
COc1ccc(/C=N/NC(=O)c2ccc(Cn3cc([N+](=O)[O-])cn3)o2)cc1O	-16.4%	4.2%	1.0%	-8.0%	12.5%	1.4	-0.3	-5.9
CCOC(=O)C1=C(CS(=O)(=O)c2ccc(F)cc2)NC(=O)NC1c1cc(OC)c(O)c(OC)c1 (stereo not drawn)	4.5%	16.4%	1.8%	8.2%	-1.7%	-2.4	-3.2	-1.1
